Bioassay records from PubChem BioAssay.
PglD inh: PglD (C. jejuni) enzyme inhibition | 0.098% of 360,000 active | purified PglD enzyme, DTNB colorimetric CoA detection | inhibition, % at 12.5 µM; in the data active means inhibition above about 16%, passing the limit was not always enough; inconclusive means no clear call, values can overlap the other calls; further: strong numbers were not always called active
RAD54 branch: blocks human RAD54 Holliday junction branch migration; FAM/BHQ fluorescence; inhibition, % at 10.4 µM; 0.14% of 360,000 active; AID 602329;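 active means mean normalized replicate activity at least 40 and at least half of replicates scoring 40 or more; inconclusive means only one of the two criteria met; inactive means mean below 40 and under half of replicates reaching 40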;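 further: 0% = median of neutral control wells and 100% = median of positive control wells; inhibitors cause a drop in the FAM fluorescence signal; in these data hits start at about 50%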
esBAF inh: inhibitors of esBAF chromatin remodeling in mouse ES cells | Bmi1-luciferase knock-in reporter, 24 h; 100% = twice the neutral-well signal | reporter increase, % at 12.5 µM | 2% of 350,000 active | AID 602393; in the data active means activation above about 40%; inconclusive means no clear call, values can overlap the other calls;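 further: 0% = median of the plate's neutral control wells and 100% = double that signal; a rise in the Bmi1 reporter signal indicates esBAF inhibition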
ARNT-TACC3 inh: disruptors of human ARNT/TACC3 interaction. Q9Y6A5. AlphaScreen His-ARNT PAS-B/GST-TACC3 binding, luminescence; TACC3 fragment carries E629A point mutation. inhibition, % at 9.99 µM. 0.66% of 390,000 active. AID 623870;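 active means mean inhibition of replicates at least 50% and at least half of replicates each reaching 50%; inconclusive means half or more replicates reach 50% but mean below 50%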;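 further: 0% = complete ARNT plus TACC3 wells and 100% = ARNT alone without TACC3; many hits fall short of the cut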
CASP6 VEID inh: inhibitors of human caspase-6; inhibition, % at 12.5 µM; 0.53% of 350,000 active; AID 686996; P55212; purified caspase-6, Z-VEID-R110 cleavage fluorescence;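 active means mean inhibition across replicates at least about 35%, with every replicate also reaching that limit, limit read from the data; inconclusive means only one of the two criteria met; inactive means neither criterion met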;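 further: 0% = median of neutral control wells and 100% = no fluorescence left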
Target sequence (P55212 24-179 limits assumed): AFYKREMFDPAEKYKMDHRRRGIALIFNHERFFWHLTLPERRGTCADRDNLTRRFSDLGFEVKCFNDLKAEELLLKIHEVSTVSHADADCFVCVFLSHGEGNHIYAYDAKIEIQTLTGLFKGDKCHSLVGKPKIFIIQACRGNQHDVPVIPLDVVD
Target sequence (P55212 194-293 limits assumed): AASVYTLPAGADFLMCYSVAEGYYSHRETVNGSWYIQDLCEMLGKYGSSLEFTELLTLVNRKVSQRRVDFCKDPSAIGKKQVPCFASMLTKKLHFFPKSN
ERp5 block: ERp5 (human) disulfide isomerase inhibition; inhibition, % at 9.99 µM; Q15084; 0.05% of 350,000 active; AID 651711; ERp5 insulin aggregation, absorbance 650 nm, 90 min;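 active means mean replicate inhibition above about 25%, with every replicate also reaching it, limit read from the data, passing the limit was not always enough; inconclusive means only one of those two criteria met; inactive means neither criterion met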
Target sequence (Q15084 whole entry, looked up): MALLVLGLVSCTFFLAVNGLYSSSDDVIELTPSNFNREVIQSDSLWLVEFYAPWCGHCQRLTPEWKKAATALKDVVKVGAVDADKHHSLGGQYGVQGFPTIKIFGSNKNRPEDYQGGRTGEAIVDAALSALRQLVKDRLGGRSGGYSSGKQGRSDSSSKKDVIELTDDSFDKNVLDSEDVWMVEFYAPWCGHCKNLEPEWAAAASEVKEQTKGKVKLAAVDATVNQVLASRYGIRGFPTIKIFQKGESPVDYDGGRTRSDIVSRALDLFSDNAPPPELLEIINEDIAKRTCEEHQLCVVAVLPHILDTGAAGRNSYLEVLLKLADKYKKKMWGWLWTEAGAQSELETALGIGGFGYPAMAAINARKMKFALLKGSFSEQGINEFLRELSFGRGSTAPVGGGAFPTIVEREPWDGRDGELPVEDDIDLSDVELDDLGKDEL
RAD52 inh: RAD52 (human) annealing inhibition; recombinant RAD52 DNA annealing, FRET fluorescence; inhibition, % at 18.7 µM; 0.46% of 360,000 active; AID 651710;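 active means every replicate showing at least 50% inhibition; inconclusive means mean inhibition at least 50% but not in every replicate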
E-sel inducer: E-selectin induction on HUVECs; P16581; HUVEC E-selectin immunofluorescence imaging; normalized: neutral wells 0, TNF-alpha wells 100; activation, % at 7.58 µM; 0.37% of 260,000 active; AID 686992;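 active means mean E-selectin-positive cell signal at least 10% of the positive control, reached in at least 60% of replicates, without over 20% cell loss; inconclusive means no rule given, readout overlaps actives, possibly toxicity-flagged; inactive means the rest, including those meeting only one limit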;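 further: in these data hits start at about 27%; measured in HUVEC primary endothelial cells; signal is the percent of cells scored E-selectin positive by PE staining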
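System: HUVEC / Compound: single concentration / Signal: immunofluorescence imaging / Read-out: percent E-selectin-positive cells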
* hit, by the source's call; ? = inconclusive; nt = not tested or not shown; & = joins results of further samples.

nr	mol	E-sel inducer	ERp5 block	PglD inh	esBAF inh
1	CC1CN(CC(O)COc2ccccc2C(C)(C)C)CC(C)O1 (centres undefined)	0.1	nt	0	8
2	C/C=C/c1ccc([C@@H]2[C@@H](CO)N(C(=O)CC3CC3)C23CN(S(C)(=O)=O)C3)cc1	0.1	-3	nt	nt
3	O=C(C[C@H]1CC[C@H]2[C@@H](COC[C@@H](O)CN2C(=O)c2ccccc2)O1)N1CCOCC1	0.2	3	-2	4
4	O=C(CN1CCN(c2ccc(O)cc2)CC1)NC1CCCc2ccccc21 (centres undefined)	1.4	3	nt	nt
5	COc1ccc2nc3n(c(=O)c2c1)-c1ccccc1C(=O)NC3Cc1ccccc1 (centres undefined)	-0.2	-3	nt	nt
6	O=C(NC1CCCC1)[C@@H]1[C@@H](CO)[C@@H]2Cn3c(cccc3=O)[C@@H]2N1CCc1ccccc1	0.0	1	nt	nt
7	COc1ccc(S(=O)(=O)N(C)C[C@@H]2OCCCC[C@@H](C)Oc3ccc(NS(C)(=O)=O)cc3C(=O)N([C@@H](C)CO)C[C@H]2C)cc1	-0.1	12	-5	3
8	COc1ccc(NC(=O)c2cn(C)c(=O)c3cc(OC)c(OC)cc23)cc1OC	-0.7	-7	4	-9

nr	CASP6 VEID inh	RAD54 branch	ARNT-TACC3 inh	RAD52 inh
1	nt	-1	-14	nt
2	-1	nt	nt	-5
3	2	6	-2	3
4	-3	nt	nt	-1
5	5	nt	nt	-19
6	1	nt	nt	10
7	1	2	-1	1
8	-1	20	-1	2

(listing goes on)
nr	mol	E-sel inducer	ERp5 block	PglD inh	esBAF inh
9	O=C(NCCCn1ccnc1)c1nc(Cn2ccc([N+](=O)[O-])n2)no1	nt	3	-6	-1
10	COc1ccc(OC)c(NC(=O)c2ccc(NS(C)(=O)=O)cc2)c1	nt	nt	-2	3
11	N/C(COc1ncn(-c2ccccc2)n1)=N\S(=O)(=O)c1ccccc1	nt	7	nt	nt
12	FC(F)(F)c1ccccc1Cc1c(-c2ccccc2)nc2ccc(Cl)cn12	-0.2	-3	-1	17
13	COc1ccc(NC(=O)CN2CCC(C(=O)c3ccc(F)cc3)CC2)c(OC)c1	nt	-7	-5	-1
14	O=C(CCc1nc2ccccc2c(=O)[nH]1)Nc1cc(Cl)ccc1N1CCCC1	0.2	2	3	-6
15	CCN(CC(=O)NCc1cccs1)S(=O)(=O)c1cc(NC(C)=O)ccc1OC	1.6	9	-4	-11
16	COc1ccc2c(c1)-c1nc(/N=C/c3cccc(OC)c3O)sc1CC2	nt	nt	5	9

nr	CASP6 VEID inh	RAD54 branch	ARNT-TACC3 inh	RAD52 inh
9	-1	0	-3	-5
10	nt	-4	12	nt
11	-2	nt	3	6
12	-1	-6	nt	-29
13	3	2	3	-9
14	-2	-11	-4	-14
15	9	-6	16	-4
16	nt	-8	0	nt

Fetched by structure from above (six):
nr	mol	E-sel inducer	ERp5 block	PglD inh	esBAF inh
13	COc1ccc(NC(=O)CN2CCC(C(=O)c3ccc(F)cc3)CC2)c(OC)c1	nt	-7	-5	-1
15	CCN(CC(=O)NCc1cccs1)S(=O)(=O)c1cc(NC(C)=O)ccc1OC	1.6	9	-4	-11
14	O=C(CCc1nc2ccccc2c(=O)[nH]1)Nc1cc(Cl)ccc1N1CCCC1	0.2	2	3	-6
9	O=C(NCCCn1ccnc1)c1nc(Cn2ccc([N+](=O)[O-])n2)no1	nt	3	-6	-1
16	COc1ccc2c(c1)-c1nc(/N=C/c3cccc(OC)c3O)sc1CC2	nt	nt	5	9
10	COc1ccc(OC)c(NC(=O)c2ccc(NS(C)(=O)=O)cc2)c1	nt	nt	-2	3

nr	CASP6 VEID inh	RAD54 branch	ARNT-TACC3 inh	RAD52 inh
13	3	2	3	-9
15	9	-6	16	-4
14	-2	-11	-4	-14
9	-1	0	-3	-5
16	nt	-8	0	nt
10	nt	-4	12	nt

Next section:
nr	mol	E-sel inducer	ERp5 block	PglD inh	esBAF inh
17	CCNC(=O)c1ccc(NS(=O)(=O)c2ccc3[nH]c(=O)[nH]c3c2)cc1	-0.1	-8	4	nt
18	CC(C)[C@H](NC(=O)c1ccco1)C(=O)N1CCC[C@H]1C(=O)NCc1ccccc1	-0.4	5	nt	nt
19	Cc1cccc(N2CCN(C(=O)c3cc(COc4ccc(F)c(F)c4)on3)CC2)n1	nt	1	-4	29
20	CCC(C)N1C(=O)CCC1C(=O)NCc1ccc2c(c1)OCO2 (centres undefined)	-0.2	-2	nt	-10
21	O=C(C[C@H]1CC[C@H]2NC[C@H](O)COC[C@@H]2O1)NCCc1ccccc1	0.1	1	-2	0
22	NC(=O)c1nsc(C(=O)N(c2ccccc2F)C(C(=O)NCc2ccc(F)cc2)c2ccc(O)cc2)c1N (centres undefined)	nt	5	-4	2
23	Cc1ccc(C)c(N2CCN(CC3CCCCC3)CC2)c1	0.2	-7	8	-4
24	CC1CCc2sc(C(=O)N/N=C/c3ccc(O)cc3)cc2C1 (centres undefined)	5.1	-3	-3	34

nr	CASP6 VEID inh	RAD54 branch	ARNT-TACC3 inh	RAD52 inh
17	-2	-1	0	-19
18	-1	nt	nt	-17
19	5	-13	-6	-22
20	5	3	-18	-3
21	2	2	6	-8
22	3	-4	-10	-5
23	0	-24	-12	3
24	7	3	5	-14

Next records follow:
nr	mol	E-sel inducer	ERp5 block	PglD inh	esBAF inh
25	Cc1noc(C)c1S(=O)(=O)Nc1cccc2c1O[C@H](CN(C)S(=O)(=O)c1cccs1)[C@H](C)CN([C@@H](C)CO)C2=O	0.7	8	0	-3
26	N#Cc1ccc(C(C(=O)NC2CCCCC2)n2c(=O)c(-c3ccccc3)nc3ccccc32)cc1 (centres undefined)	-0.3	5	nt	nt
27	Cn1c(N)c(C(=O)COC(=O)c2cc(C3CC3)nc3ccccc23)c(=O)n(Cc2ccccc2)c1=O	-0.1	3	0	-2
28	CC1(C)CC(CCN)(Cc2ccccc2Cl)CCO1 (centres undefined)	-0.1	-1	-4	nt
29	CC(OC(=O)C1CC1)C(=O)Nc1ccc([N+](=O)[O-])cc1Cl (centres undefined)	-1.2	3	nt	nt
30	O=C(CSc1nnnn1-c1ccccc1)Nc1ccccc1	nt	0	2	2
31	Cc1ccc(S(=O)(=O)N(C)C[C@H]2Oc3c(NC(=O)C4CC4)cccc3C(=O)N([C@@H](C)CO)C[C@@H]2C)cc1	-4.0	-4	4	1
32	CC1CC(C)CN(S(=O)(=O)c2ccc(NC(=O)C3CC(=O)N(Cc4ccccc4)C3)cc2)C1 (centres undefined)	2.2	7	0	nt

nr	CASP6 VEID inh	RAD54 branch	ARNT-TACC3 inh	RAD52 inh
25	-2	-7	-5	-12
26	0	nt	nt	-2
27	1	4	-4	-46
28	2	3	1	-36
29	-2	nt	3	-13
30	-2	5	1	-14
31	1	-2	-7	6
32	4	3	8	-12

The results go on:
nr	mol	E-sel inducer	ERp5 block	PglD inh	esBAF inh
33	CCOc1nc(-c2ccccc2Cl)nc2ccccc12	14	5	4	nt
34	Cn1c(=O)c([N+](=O)[O-])c(NCCCn2ccnc2)c2ccccc21	74*	2	nt	2
35	COc1cc(C(=O)Nc2cccc(-c3nnc(-c4ccco4)o3)c2)ccc1OC(C)=O	0.6	1	0	?
36	CCn1c(=O)c2ccccc2n(CC(=O)NCCC2=CCCCC2)c1=O	0.3	-2	8	-2
37	Cc1ccc(S(=O)(=O)NC(c2ccccc2)C(C)C(=O)n2nc(C)cc2C)cc1 (centres undefined)	nt	nt	4	11
38	C[C@@H]1CCCCO[C@@H](CN(C)S(=O)(=O)c2ccccc2)[C@H](C)CN([C@@H](C)CO)C(=O)c2cc(NS(=O)(=O)c3ccc(F)cc3)ccc2O1	0.6	-4	8	23
39	CC(C)CNC(=O)C1CCCN(S(=O)(=O)c2ccc(-n3cnnn3)cc2)C1 (centres undefined)	nt	nt	1	2
40	Nc1c(Br)cc(Br)cc1CNC1CCC(O)CC1 (centres undefined)	0.4&1.1	0&-3	7&-2	3&-2

nr	CASP6 VEID inh	RAD54 branch	ARNT-TACC3 inh	RAD52 inh
33	3	1	-8	0
34	-1	nt	4	-2
35	-2	-1	-2	-20
36	-4	nt	-50	-6
37	nt	-4	-1	nt
38	-1	-7	14	8
39	nt	7	-5	nt
40	2	-4&-7	-20&-6	6&2

Later entries:
nr	mol	E-sel inducer	ERp5 block	PglD inh	esBAF inh
41	CCOc1ccc(N2C(=O)C3C(C2=O)C3(c2ccccc2)c2ccccc2)cc1 (centres undefined)	-1.7	2	10	nt
42	O=C1Cc2ccccc2C(c2ccccc2)N1 (centres undefined)	nt	nt	-9	-4
43	O=C(C[C@H]1C=C[C@H](NS(=O)(=O)c2ccc(F)cc2)[C@H](CO)O1)NCCN1CCCCC1	1.0	5	-1	-2
44	COc1ccc(S(=O)(=O)N2CCOCC2)cc1NC(=O)c1cccc(Cl)c1	-0.2	-5	-5	nt
45	Cc1ccc(-c2cnc3c(c2)C(=O)N([C@H](C)CO)C[C@@H](C)[C@@H](CN(C)C(=O)Cc2cccnc2)O3)cc1	0.7	1	4	-3
46	Cc1cc(C)c(NC(=O)COC(=O)C2CCCO2)c(C)c1 (centres undefined)	-0.7	6	-4	-2
47	CC(C)(C)NCC(O)COc1cccc2c1CCC(=O)N2 (centres undefined)	-0.1	-2	2	5
48	NC(=NCc1ccccc1)NN=Cc1ccnc2ccccc12	-0.1	1	nt	nt

nr	CASP6 VEID inh	RAD54 branch	ARNT-TACC3 inh	RAD52 inh
41	-1	-13	-22	-3
42	nt	-19	7	nt
43	0	-2	nt	6
44	-1	9	-13	-1
45	-7	-15	6	8
46	-2	2	-8	-5
47	2	-1	0	0
48	-6	nt	nt	64*

More compounds.
nr	mol	E-sel inducer	ERp5 block	PglD inh	esBAF inh
49	CCCNC(=O)N1C[C@H]2[C@@H](c3ccccc31)[C@H](CO)N2C(=O)NCCC	-0.3	1	1	-1
50	CC(=O)N[C@H]1C=C[C@@H](CC(=O)NCc2ccc(Cl)cc2)O[C@@H]1CO	-0.4	1	4	-3
51	C[C@H](CO)N1C[C@H](C)[C@H](CN(C)Cc2ccccc2)Oc2c(NC(=O)C3CCOCC3)cccc2C1=O	-0.1	-2	3	2
52	Cc1ccc(S(=O)(=O)N2[C@@H](c3ccc(Cl)cc3)C(C(=O)O)=C[C@H]2C(C)(C)C)cc1	nt	-6	3	-2
53	COc1ccccc1-c1noc2c1C(=O)NCC2	nt	-9	nt	0
54	Cc1cc2cc3c(=O)[nH]c(=O)cc-3n(CC(O)C(O)C(O)CO)c2cc1C (centres undefined)	-0.2	5	-2	-9
55	CCCN1[C@@H]2c3ccc(C4=CCCCC4)c(=O)n3C[C@@H]2[C@@H](CO)[C@@H]1C(=O)NC1Cc2ccccc2C1	0.5	6	-2	-2
56	C[C@H](O)C#Cc1ccc2c(c1)O[C@@H](CN(C)Cc1cccnc1)[C@@H](C)CN([C@@H](C)CO)S2(=O)=O	0.3	0	-1	-1

nr	CASP6 VEID inh	RAD54 branch	ARNT-TACC3 inh	RAD52 inh
49	-5	-7	0	5
50	1	5	7	-5
51	3	-6	-4	-18
52	1	-15	5	-17
53	3	nt	nt	-24
54	9	-8	nt	-56
55	2	-1	2	-19
56	1	15	2	-4

More structures
nr	mol	E-sel inducer	ERp5 block	PglD inh	esBAF inh
57	COc1cccc(-c2cc(C(=O)N3CC4(C)CC3CC(C)(C)C4)no2)c1 (centres undefined)	nt	nt	2	2
58	COc1ccc(N/C=C/C(=O)c2sc(-c3ccccc3)nc2C)cc1	nt	nt	-10	4
59	Nc1cc(=O)[nH]c(SCc2nnnn2-c2ccc(Cl)cc2)n1	-1.6	-6	4	-7
60	COc1cc(/C=N/NC(=O)c2ccncc2)cc2c1OCO2	nt	1	4	4

nr	CASP6 VEID inh	RAD54 branch	ARNT-TACC3 inh	RAD52 inh
57	nt	-2	-1	nt
58	nt	4	1	nt
59	-4	-5	-5	-8
60	-2	8	9	-13
